Cardio protect = cardioprotection against H2O2-induced cell death, primary screen, uHTS, H9c2 cells, ATPLite luminescence; H9c2 cardiomyocytes, H2O2 injury protection, 2 h; protection from H2O2 cell death, % at 20 µM; actives 0.63% (n = 360,000); AID 588492, 2011;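 active = compounds giving at least 50% protection of heart cells from peroxide-induced death in the single-dose screen, raw or plate-pattern-corrected value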;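 note: 0% = DMSO wells with peroxide and 100% = DMSO wells without peroxide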
MC4R ag barr = MC4R agonists recruiting beta-arrestin, primary screen, cell-based, luminescence, agonist arm of biased-ligand search | activation, % at 8.9 µM | actives 0.98% (n = 360,000) | U2OS MC4R beta-arrestin complementation; percent of melanotan II response, DMSO zero | Melanocortin receptor 4 (Homo sapiens), P32245;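 active = activation above a per-plate cutoff, the mean activation of sample wells on that plate plus 3 SD, cut at about 8% in these data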
Target sequence (P32245 whole entry, looked up): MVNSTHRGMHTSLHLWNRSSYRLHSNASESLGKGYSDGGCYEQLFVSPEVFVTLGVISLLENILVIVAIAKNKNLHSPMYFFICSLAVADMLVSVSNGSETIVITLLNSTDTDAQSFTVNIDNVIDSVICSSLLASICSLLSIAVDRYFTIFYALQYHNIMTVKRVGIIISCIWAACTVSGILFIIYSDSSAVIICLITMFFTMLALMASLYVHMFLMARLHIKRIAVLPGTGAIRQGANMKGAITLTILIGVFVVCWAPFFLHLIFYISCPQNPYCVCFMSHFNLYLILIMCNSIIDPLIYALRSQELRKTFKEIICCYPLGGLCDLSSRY
hiPSC survival = enhancers of single-cell hiPSC survival, primary screen, ATPlite luminescence. 100% = ROCK inhibitor wells, 0% = DMSO. actives 0.044% (n = 360,000). AID 602274, 2012. survival enhancement, % at 20 µM; in the data active = survival enhancement above about 18%;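 note: cells exposed to compounds for 16 hours before the ATP read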
Glyco luc inh = increase of ERlucT glycosylation luciferase signal, primary screen, N-linked glycosylation inhibitor project, D54 ERlucT cells, luminescence, set 2. D54 ERlucT glycosylation luciferase reporter, 24 h; percent of 100 nM tunicamycin response. actives 0.23% (n = 360,000). reporter increase, % at 12.5 µM. AID 588692, 2011;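 active = mean luciferase reporter signal, scaled so untreated is 0 and the glycosylation-blocking control 100, at or above a set limit in every replicate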;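 note: luciferase carries N-glycosylation sites so blocking glycosylation raises the light; 0% = median of neutral control wells and 100% = median of 100 nM tunicamycin wells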
Exocytosis inh = LAMP-1 surface exposure blockers, TALL-104 cells – cell-based, flow cytometry, MLPCN library, primary screen; actives 0.66% (n = 360,000); TALL-104 LAMP-1 surface exposure; cells stimulated with thapsigargin and PMA; AID 651702, 2012; inhibition, % at 10 µM;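 active = inhibition above about 55%, limit read from the data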
aDG glyco act = activators of alpha-DG glycosylation, primary screen, uHTS, Pro5-aDG cells, AlphaScreen | alpha-DG glycosylation AlphaScreen (IIH6); 0% Pro5, 100% B10-LARGE cell signal | AID 624168, 2012 | activation, % at 10 µM | actives 0.22% (n = 360,000);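 active = activation of at least 8% versus controls, or a plate z-score of at least 8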;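 note: Pro5 are CHO cells carrying HIG-tagged alpha-DG that lacks glycosylation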
MC4R antagonist = MC4R antagonists of cAMP signaling, primary screen, cell-based, TR-FRET, antagonist arm of biased-ligand search; inhibition, % at 6.5 µM; actives 0.48% (n = 360,000); AID 540295, 2011; MC4R-expressing cells, MTII-stimulated cAMP, LANCE TR-FRET;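 active = inhibition above its plate's cutoff, the mean of tested wells on that plate plus 3 SD, cut at about 29% in these data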;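 note: 0% = Melanotan II alone and 100% = Melanotan II plus saturating MCL0020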
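Material: U2OS-MC4R stable cell line | Reagent: Melanotan II challenge after compound preincubation | Doses: One concentration, 6.5 µM nominal | Incubation: 30-min compound preincubation, 1-h Melanotan II challenge, 1-h detection, room temperature | Signal: TR-FRET cAMP assay | Replicates: One well per compound, no replicates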
ABHD5 PLIN5 PPI = ABHD5-PLIN5 interaction inhibitors, primary screen, cell lysate, split luciferase complementation, luminescence. actives 0.78% (n = 360,000). inhibition, % at 4 µM. AID 602281, 2012. Split G. princeps luciferase complementation, 4 h. Perilipin-5 (Homo sapiens) + 1-acylglycerol-3-phosphate O-acyltransferase ABHD5 (Homo …;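 active = inhibition above the mean inhibition across every tested compound plus 3 SD, cut at about 22% in these data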;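 note: 0% = DMSO only wells and the 100% control is not disclosed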
ABCB6 inh MLPCN = ABCB6 transporter inhibitors, primary screen, K562-ABCB6 cells, flow cytometry, MLPCN library. ATP-binding cassette sub-family B member 6 (Homo sapiens), Q9NP58. K562-ABCB6 porphyrin accumulation, 1 h; stronger effect = lower value. fluorescence ratio to DMSO, % at 10 µM. actives 0.19% (n = 360,000). AID 602162, 2011;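 active = fluorescence ratio to DMSO below 75%, the collection mean minus 3 SD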;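 note: signal is porphyrin accumulated inside mitochondria; 100% equals median channel fluorescence of DMSO control wells; lower ratio means ABCB6 inhibition with less porphyrin fluorescence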
m5-HT2A agonist = mouse Htr2a agonists via beta-arrestin recruitment, primary screen, cell-based, luminescence; 5-hydroxytryptamine receptor 2A (Mus musculus), P35363; CHO-K1 mHTR2A beta-arrestin complementation; percent of 30 µM serotonin response; activation, % at 7.6 µM; actives 0.66% (n = 360,000); AID 624169, 2012;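 active = activation above a run cutoff, the mean activation of all tested compounds plus 3 SD, cut at about 14% in these data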;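 note: 0% = plate median of compound wells and 100% = 30 µM serotonin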
Target sequence (P35363 whole entry, looked up): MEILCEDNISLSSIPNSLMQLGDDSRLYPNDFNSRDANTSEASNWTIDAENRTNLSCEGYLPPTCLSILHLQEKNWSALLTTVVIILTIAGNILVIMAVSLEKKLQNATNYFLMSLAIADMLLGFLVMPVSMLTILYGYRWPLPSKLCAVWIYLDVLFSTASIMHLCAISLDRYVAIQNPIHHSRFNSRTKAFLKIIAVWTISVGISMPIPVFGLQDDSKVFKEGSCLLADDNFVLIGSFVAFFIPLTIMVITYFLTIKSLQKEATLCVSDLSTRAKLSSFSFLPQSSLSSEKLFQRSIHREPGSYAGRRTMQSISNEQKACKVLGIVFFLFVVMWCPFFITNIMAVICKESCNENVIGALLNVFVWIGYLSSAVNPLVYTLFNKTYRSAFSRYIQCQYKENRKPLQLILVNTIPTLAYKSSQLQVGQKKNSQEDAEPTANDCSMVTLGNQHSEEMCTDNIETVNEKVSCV
An asterisk follows results filed as active.

SMILES	Cardio protect	MC4R ag barr	hiPSC survival	Glyco luc inh	Exocytosis inh	aDG glyco act	MC4R antagonist	ABHD5 PLIN5 PPI	ABCB6 inh MLPCN	m5-HT2A agonist
CCCCn1c(-c2csc3ccccc23)n[nH]c1=S	-4.0	-2.5	-1.9	1.7	-0.2	-0.1	4.9	-7.3	98.0	1.4
CC(=O)C1=C(C)NC(SCC(N)=O)=C(C#N)C1c1cccs1 (stereo not drawn)	5.0	-0.2	3.7	-1.1	-1.8	-0.2	6.6	0.7	100.0	-3.6
CN(C)c1ccc(/C=C2\c3ccccc3C(=O)N2c2ccccc2)cn1	7.2	-0.3	2.0	-2.1	-1.7	1.2	6.3	-7.7	110.0	-3.2
Cc1ccc(NC2=NCC(=O)N2CCc2ccccc2)cc1C	1.3	-0.9	4.7	4.3	0.1	-0.1	0.6	2.0	90.0	-8.9
Cc1cc(CN2CCCC(C(=O)Nc3cccc(-n4cccn4)c3)C2)cc(C)c1O (stereo not drawn)	-7.6	-3.1	-0.6	2.8	5.2	0.3	2.0	2.3	93.0	-4.5
CCC1S/C(=C(\C#N)C(N)=O)N(c2ccc(F)cc2)C1=O (stereo not drawn)	0.6	1.5	2.8	1.5	2.1	0.1	8.9	-7.6	84.0	3.9
CC1(NC(=S)N(CCO)CCO)CCS(=O)(=O)C1 (stereo not drawn)	-1.1	-0.2	1.5	1.8	2.3	0.1	0.2	-7.3	91.0	-2.9
CCc1ccc(C(=O)Nc2cc(S(=O)(=O)N3CCOCC3)ccc2N2CCOCC2)cc1	3.9	-0.5	-2.0	-2.8	-9.8	-0.1	0.5	0.5	90.0	-5.0
COC(=O)c1cc(=O)nc2sccn12	-5.7	-0.4	1.2	1.1	-0.5	0.2	-2.5	3.0	96.0	-2.6
CCOC(=O)c1c(/N=C/N(C)C)sc(C(=O)OC)c1C	3.5	-0.6	0.7	1.1	-0.9	-0.1	-3.4	2.2	96.0	-3.1
Cc1cc(NCCOCCO)n2c(nc3ccccc32)c1C#N	4.7	-1.2	0.1	2.3	-7.6	-0.1	7.6	-3.7	110.0	-2.4
COc1ccc(CC(=O)N[C@@H]2c3ccccc3CC[C@H]2OCc2ccccc2)cc1	-4.7	0.2	-1.9	-4.6	4.1	0.0	5.8	0.8	100.0	3.2
COCCNC(=O)[C@H](C)[C@H]1C[C@]1(C)[C@H](NC(=O)OCc1ccccc1)c1ccccc1	4.5	-2.2	-1.2	0.9	-5.9	0.0	0.7	-1.9	95.0	-4.3
CS(=O)(=O)N(Cc1ccccc1Cl)c1ccc(C(=O)NCc2ccccn2)cc1	15.3	0.2	-1.5	-2.9	-2.3	-0.1	6.8	3.8	108.0	0.8
O=C(NCc1ccccc1)C1(C(F)(F)F)CC(CCCO)CCCO1 (stereo not drawn)	10.8	-0.1	0.5	3.3	-1.8	-0.1	2.1	1.0	98.0	-2.4
O=C1[C@H]2CCC=C[C@H]2[C@H](c2ccccc2Br)N1Cc1ccccc1	1.5	-1.9	-0.2	-2.2	3.2	0.0	5.2	-5.2	96.0	-1.3
Cc1ccccc1N=C(NO)c1nonc1N	6.4	0.3	-0.9	0.8	2.5	0.4	6.0	3.4	101.0	-2.2
Cc1ccc(S(=O)(=O)N(C)CCCC(=O)Nc2ccccn2)cc1	-4.6	-2.7	0.2	2.3	-7.1	0.0	3.0	-9.1	98.0	0.8
O=C(Nc1ccc(NC(=O)c2ccco2)cc1)c1ccc2c(c1)OCO2	2.3	1.0	1.5	-2.3	-3.7	-0.2	8.6	-4.3	110.0	3.9
CC(C)(C)CN1C(N)=NC[C@@H]1Cc1ccccc1	-0.8	-0.7	2.2	1.4	-9.0	-0.1	4.1	1.4	94.0	1.5
CC(=O)N/C(=C\c1ccccc1)C(=O)OCC(=O)c1ccc(F)cc1	8.7	-2.7	-0.4	-0.1	-1.5	0.0	3.0	11.7	99.0	11.8
CN(C)/C=N/c1c(C#N)cnn1-c1nc2ccccc2s1	-5.5	-0.3	6.8	-0.3	-0.7	0.1	-1.1	-3.6	103.0	9.2
COc1ccc(Cn2c(=O)n(Cc3ccco3)c(=N)c3c4c(sc32)COC(C)(C)C4)cc1	-5.7	-2.0	-1.1	0.6	0.0	0.1	3.3	10.5	96.0	-7.9
COCCN(CC(=O)Nc1cccc(C)c1C)C(=O)c1cc(-c2cccs2)nn1-c1ccccc1	20.3	-0.1	-0.2	-3.5	-2.0	-0.1	-1.4	-2.0	95.0	7.1
CCOc1ccc(C(=O)Nc2ccc(S(=O)(=O)Nc3nccc(C)n3)cc2)cc1OCC	-4.5	0.3	0.7	1.5	1.2	0.1	-1.4	-1.1	88.0	-10.7

Random excerpt: 4 entries already listed.
SMILES	Cardio protect	MC4R ag barr	hiPSC survival	Glyco luc inh	Exocytosis inh	aDG glyco act	MC4R antagonist	ABHD5 PLIN5 PPI	ABCB6 inh MLPCN	m5-HT2A agonist
CN(C)c1ccc(/C=C2\c3ccccc3C(=O)N2c2ccccc2)cn1	7.2	-0.3	2.0	-2.1	-1.7	1.2	6.3	-7.7	110.0	-3.2
O=C(Nc1ccc(NC(=O)c2ccco2)cc1)c1ccc2c(c1)OCO2	2.3	1.0	1.5	-2.3	-3.7	-0.2	8.6	-4.3	110.0	3.9
CC(=O)N/C(=C\c1ccccc1)C(=O)OCC(=O)c1ccc(F)cc1	8.7	-2.7	-0.4	-0.1	-1.5	0.0	3.0	11.7	99.0	11.8
CC(=O)C1=C(C)NC(SCC(N)=O)=C(C#N)C1c1cccs1 (stereo not drawn)	5.0	-0.2	3.7	-1.1	-1.8	-0.2	6.6	0.7	100.0	-3.6

Following part:
SMILES	Cardio protect	MC4R ag barr	hiPSC survival	Glyco luc inh	Exocytosis inh	aDG glyco act	MC4R antagonist	ABHD5 PLIN5 PPI	ABCB6 inh MLPCN	m5-HT2A agonist
Cc1cccc(OCC(=O)NN2C(=O)C3C4C=CC(O4)C3C2=O)c1 (stereo not drawn)	2.9	-3.1	2.0	-0.4	1.1	-0.2	-1.4	-4.3	99.0	0.8
COc1ccc(S(=O)(=O)N2CCOCC2)cc1NC(=O)/C=C/c1ccc(F)cc1	2.2	-0.8	0.1	0.7	-5.1	-0.1	-12.7	-3.1	98.0	-7.2
COc1cc(C(=O)O)c([N+](=O)[O-])c(OC)c1OC	5.1	0.1	1.6	3.7	-3.4	0.0	2.5	-2.4	93.0	1.0
CCN1CCN(c2ncnc3scc(-c4ccc(C)cc4)c23)CC1	-2.4	2.5	-0.7	-8.2	12.4	-0.2	1.6	-0.7	101.0	9.2
NS(=O)(=O)c1ccc(CCNC(=O)CCc2nc3ccccc3s2)cc1	-1.3	-0.6	0.6	-1.7	-3.7	0.0	6.5	-9.2	95.0	9.3
O=C1c2ccccc2C(=O)N1CCCc1nc2ccccc2c(=O)n1Cc1ccco1	-3.5	1.5	1.4	0.2	0.8	0.4	17.9	-3.7	93.0	0.5
CC(C)(C)C#CCn1c(/C=[N+](\[O-])C2CCCCC2)nc2ccccc21	4.2	0.8	-0.5	-6.5	0.0	-0.1	-3.4	15.4	99.0	0.3
Cc1ccc(S(=O)(=O)NCCC(=O)OCC(=O)N2CCCC2=O)cc1C	-1.8	-1.7	2.2	2.0	2.3	0.2	12.3	2.1	92.0	5.0
CCOC(=O)N1CCN(c2c(NCCCN(CC)CC)c(=O)c2=O)CC1	1.3	-1.1	-1.4	1.8	-2.3	-0.2	1.5	-2.2	100.0	-3.0
CSCC[C@H](NC(=O)N1CCn2c1nc1ccccc12)C(=O)N[C@H](Cc1ccccc1)C(=O)O	-1.9	1.6	-2.1	4.2	2.6	-0.2	5.0	-1.1	102.0	-2.8
O=S(=O)(NCCNS(=O)(=O)c1ccc(F)cc1)c1ccc(F)cc1	-2.9	-2.0	2.4	-0.1	-6.3	-0.2	4.4	-3.8	98.0	0.9
CC(=O)Nc1ccc(NC(=O)CSCc2ccccc2Cl)cc1	0.8	3.5	1.0	1.0	-3.4	0.0	5.7	-5.3	99.0	-5.2
Clc1ccc(-c2csc(N3CCOCC3)n2)cc1	2.6	-3.4	2.9	-0.9	1.4	-0.1	1.7	-1.3	103.0	-2.2
CC(C)C[C@H](NC(=O)Nc1cccc(Br)c1)C(=O)O	3.2	1.0	0.1	-2.6	1.0	-0.4	-0.1	0.3	107.0	1.7
COc1ccc(CNC(=O)c2ccc(NC(=O)C3CCCO3)cc2)cc1 (stereo not drawn)	1.1	-1.7	0.5	-0.6	-1.4	-0.3	0.7	-1.9	92.0	-1.6
CCOC(=O)c1c(NC(=O)C2c3ccccc3Oc3ccccc32)sc(C(N)=O)c1C	-23.0	4.3	6.0	0.5	1.0	-0.3	31.8*	-6.8	91.0	-3.5

Rewritten field by field: part of the list above
> Cc1cccc(OCC(=O)NN2C(=O)C3C4C=CC(O4)C3C2=O)c1 (stereo not drawn)
  Cardio protect: 2.9 | MC4R ag barr: -3.1 | hiPSC survival: 2.0 | Glyco luc inh: -0.4 | Exocytosis inh: 1.1 | aDG glyco act: -0.2 | MC4R antagonist: -1.4 | ABHD5 PLIN5 PPI: -4.3 | ABCB6 inh MLPCN: 99.0 | m5-HT2A agonist: 0.8
> COc1ccc(S(=O)(=O)N2CCOCC2)cc1NC(=O)/C=C/c1ccc(F)cc1
  Cardio protect: 2.2 | MC4R ag barr: -0.8 | hiPSC survival: 0.1 | Glyco luc inh: 0.7 | Exocytosis inh: -5.1 | aDG glyco act: -0.1 | MC4R antagonist: -12.7 | ABHD5 PLIN5 PPI: -3.1 | ABCB6 inh MLPCN: 98.0 | m5-HT2A agonist: -7.2
> COc1cc(C(=O)O)c([N+](=O)[O-])c(OC)c1OC
  Cardio protect: 5.1 | MC4R ag barr: 0.1 | hiPSC survival: 1.6 | Glyco luc inh: 3.7 | Exocytosis inh: -3.4 | aDG glyco act: 0.0 | MC4R antagonist: 2.5 | ABHD5 PLIN5 PPI: -2.4 | ABCB6 inh MLPCN: 93.0 | m5-HT2A agonist: 1.0
